ADAM17 inh – ADAM17 inhibition, QFRET primary screen; P78536; recombinant ADAM17, EDANS/DABCYL FRET peptide cleavage; inhibition, % at 6.95 µM; 370,000 tested, 0.83% active; AID 720648;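 active means inhibition above the mean of compounds lying between control limits plus 3 SD, set per campaign, cut at about 8.5% in these data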;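 further: 0% = DMSO-only wells as the low control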
UHRF1 MBD2 ctr – blocks human UHRF1 binding to methylated DNA; AID 687016; UHRF1 binding to methylated oligo, TR-FRET; inhibition, % at 4.4 µM; 370,000 tested, 0.75% active; Q96T88; in the data active means inhibition above about 21%;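 further: UHRF1 SRA domain binding a hemimethylated CpG hairpin DNA probe; 0% = median of test compound wells and 100% = reference inhibitor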
Target sequence (Q96T88 whole entry, looked up, the tested form may be a part): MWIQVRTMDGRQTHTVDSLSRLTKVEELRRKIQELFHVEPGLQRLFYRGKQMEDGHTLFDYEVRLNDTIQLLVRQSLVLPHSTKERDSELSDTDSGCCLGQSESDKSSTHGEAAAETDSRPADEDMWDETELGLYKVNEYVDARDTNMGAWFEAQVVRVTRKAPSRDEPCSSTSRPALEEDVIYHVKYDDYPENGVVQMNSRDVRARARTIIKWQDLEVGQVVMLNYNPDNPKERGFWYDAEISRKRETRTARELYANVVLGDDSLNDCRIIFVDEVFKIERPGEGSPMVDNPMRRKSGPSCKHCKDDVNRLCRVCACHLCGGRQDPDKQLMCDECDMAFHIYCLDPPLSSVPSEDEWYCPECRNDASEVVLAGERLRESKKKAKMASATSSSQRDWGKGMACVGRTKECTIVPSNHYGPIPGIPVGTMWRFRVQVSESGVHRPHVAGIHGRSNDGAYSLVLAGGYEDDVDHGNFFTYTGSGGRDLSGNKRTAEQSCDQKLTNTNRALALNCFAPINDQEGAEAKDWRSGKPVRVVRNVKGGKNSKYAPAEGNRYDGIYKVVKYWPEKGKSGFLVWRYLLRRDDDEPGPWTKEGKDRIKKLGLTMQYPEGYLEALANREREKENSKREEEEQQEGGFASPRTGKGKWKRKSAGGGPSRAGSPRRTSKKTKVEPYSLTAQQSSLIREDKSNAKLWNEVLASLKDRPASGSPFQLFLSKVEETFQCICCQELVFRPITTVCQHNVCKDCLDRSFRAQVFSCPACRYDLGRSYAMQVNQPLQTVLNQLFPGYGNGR
ARFGAP1 inhibitor – inhibits rat ARF GTPase activating protein 1; Arfgap1-stimulated ARF1 GTP hydrolysis, GDP FP detection; inhibition, % at 16.5 µM; 360,000 tested, 0.26% active;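 active means inhibition above a per-plate limit, mean inhibition of low control wells plus 3 SD, cut at about 25% in these data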;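 further: 0% = DMSO wells with enzyme and 100% = wells lacking Arfgap1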
Target sequence (Q62848 1-136 limits assumed): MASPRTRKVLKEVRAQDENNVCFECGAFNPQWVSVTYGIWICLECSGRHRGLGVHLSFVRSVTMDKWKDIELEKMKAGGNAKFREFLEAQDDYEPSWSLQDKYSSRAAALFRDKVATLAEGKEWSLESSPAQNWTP
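Material: rat Arfgap1 GAP domain (His6, aa 1-136), purified enzyme. Also added: human ARF1(Δ1-17)-GTP substrate. Compound dosing: 16.5 µM single point, 1.26% DMSO. Timing: enzyme reaction 120 min at 25 °C after 20 min preincubation. Signal: GDP detection by fluorescence polarization. Read-out basis: percent inhibition of GAP-stimulated GDP formation, scaled between DMSO and no-Arfgap1 medians.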
ASAP1 inh – blocks human ASAP1-stimulated Arf1 GTP hydrolysis | GDP FP detection | inhibition, % at 16.5 µM | 360,000 tested, 0.19% active; in the data active means inhibition above about 25%;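 further: 0% = vehicle with enzyme and substrate and 100% = no enzyme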
PLCb3 inh – PLC-beta3 (human) inhibition, primary screen. Q01970. Purified PLC-beta3, fluorogenic substrate, fluorescence. inhibition, % at 12.2 µM. 370,000 tested, 0.18% active. AID 720704; in the data active means inhibition above about 11%;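 further: 0% = median of compound wells on plate and 100% = full blocker control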
PLCg1 inh – inhibitors of human phospholipase C gamma1; 370,000 tested, 0.84% active; inhibition, % at 12.2 µM; purified PLC-gamma1, fluorogenic substrate, fluorescence; in the data active means inhibition above about 9.5%
Tn6 DDE FP – inhibitors of Tn6 peptide binding to human fibrin DD(E) | Fibrin DD(E) TRITC-Tn6 fluorescence polarization displacement | inhibition, % at 8.3 µM | 370,000 tested, 0.21% active | AID 720509;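 active means inhibition above a per-campaign cutoff: mean of compounds within control limits plus 3 SD, cut at about 15% in these data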;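 further: 0% = median of all compound wells on the plate and 100% = blocking peptide control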
KLK7 zymogen act – activates the human kallikrein-7 zymogen | 370,000 tested, 0.9% active | P49862 | activation, % at 7 µM | purified proKLK7, EDANS-DABCYL substrate fluorescence; 100% is mature enzyme control, 0% vehicle;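 active means activation above the mean of all tested compounds plus 3 SD, computed per campaign excluding outliers beyond control limits, cut at about 13% in these data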
MBD2 inh – inhibitors of human MBD2 binding to methylated oligonucleotide | TR-FRET | 370,000 tested, 0.31% active | inhibition, % at 4.4 µM | AID 686964 | Q9UBB5; in the data active means inhibition above about 13%
Tn7 DDE FP – DD(E)-Tn7 binding inhibition, primary FP screen | AID 720508 | FP displacement of FITC-Tn7 peptide from fibrin DD(E); 0% = median of compound wells per plate | P02675 | inhibition, % at 8.3 µM | 370,000 tested, 0.13% active;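 active means inhibition above the mean of compounds falling within the control limits plus 3 SD of them, cut at about 14% in these data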;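 further: 0% = plate median of compound wells and 100% = 10 µM Aha-Tn7 peptide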
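Test system – human fibrin DD(E) · Times – 10 min preincubation, 3 h with tracer, room temperature · Detection – fluorescence polarization of the labelled Tn7 tracer · Measure – percent inhibition normalized to high-control wells · Benchmarks – high control wells with 10 µM unlabelled Aha-Tn7 peptide (full inhibition) · Repeats – singlicate testing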
Numbers without * were called inactive; i = inactive.

A first look, 2 compounds:
cpd | SMILES | ADAM17 inh | UHRF1 MBD2 ctr | ARFGAP1 inhibitor | ASAP1 inh | PLCb3 inh | PLCg1 inh | Tn6 DDE FP | KLK7 zymogen act | MBD2 inh | Tn7 DDE FP
1 | CC(C)(C)NC[C@@H](O)COc1cccc2c1CCCC2=O | -3 | -1 | 6 | 1 | 0 | -3 | -5 | -0.2 | 0 | -3
2 | COc1ccc2[nH]cc(CCNC(=O)C3CCCNC3=O)c2c1 (stereo not given) | -4 | 1 | 8 | 9 | -3 | -2 | 0 | 0.0 | 2 | 7

Results (from the top)
cpd | SMILES | ADAM17 inh | UHRF1 MBD2 ctr | ARFGAP1 inhibitor | ASAP1 inh | PLCb3 inh | PLCg1 inh | Tn6 DDE FP | KLK7 zymogen act | MBD2 inh | Tn7 DDE FP
1 | CC(C)(C)NC[C@@H](O)COc1cccc2c1CCCC2=O | -3 | -1 | 6 | 1 | 0 | -3 | -5 | -0.2 | 0 | -3
2 | COc1ccc2[nH]cc(CCNC(=O)C3CCCNC3=O)c2c1 (stereo not given) | -4 | 1 | 8 | 9 | -3 | -2 | 0 | 0.0 | 2 | 7
3 | Cc1onc(-c2ccccc2)c1C(=O)Nc1cccc(S(=O)(=O)N2CCCCC2)c1 | 1 | 0 | 2 | -5 | 3 | 2 | -6 | 0.0 | 3 | -6
4 | COC(=O)C[C@H]1C[C@@H]2c3cc(N(C)C)ccc3O[C@@H]2[C@H](CO)O1 | -13 | -5 | 3 | -10 | -18 | -14 | 8 | 0.7 | -10 | 1
5 | CN(CC1COc2ccccc2O1)C(=O)CSc1ncccn1 (stereo not given) | -5 | 5 | 1 | -4 | -1 | 1 | 4 | 0.3 | 0 | 2
6 | COc1cc(SC)ccc1C(=O)NCCc1c[nH]c2ccccc12 | 0 | 4 | 6 | -5 | -6 | 0 | 2 | 0.5 | 0 | -4
7 | Cc1cc(/C=C(\C#N)C(=O)N2CCOCC2)c(C)n1C1CCCC1 | -5 | 9 | 0 | -9 | -19 | -11 | 7 | 0.8 | 3 | 4
8 | CCOC(=O)C1CCCN(CC(=O)Nc2cc(C)cc(C)c2)C1 (stereo not given) | -3 | -3 | 10 | -14 | -1 | -1 | 3 | -0.1 | -1 | -3
9 | Cc1ccc(S(=O)(=O)C(C#N)c2nc3ccccc3nc2N2CCCC2)cc1 (stereo not given) | -411 | 0 | -3 | 9 | i | -440 | 1 | -22 | 2 | 16*
10 | CCOC(=O)C1C2C=CC(CC2)N1c1ccccc1 (stereo not given) | -5 | 1 | 3 | 12 | 1 | 2 | 0 | -0.1 | 2 | 5
11 | N#C/C(=C/C1=C(N2CCOCC2)C(=C/c2ccccc2)/CC1)C(=O)Nc1ccccc1F | -4 | 1 | 10 | -10 | -3 | -7 | -2 | 0.3 | -1 | -6
12 | CC1CC(C)CN(C(=O)COC(=O)c2c[nH]c3ccccc23)C1 (stereo not given) | -1 | 5 | 15 | 22 | -7 | -2 | -1 | -0.2 | 4 | -3
13 | O=S1(=O)CC(N2CCC(c3ccccc3)CC2)CN1Cc1ccc(F)cc1 (stereo not given) | -4 | -2 | 5 | 5 | 1 | 0 | -9 | -0.4 | -2 | 0
14 | COc1ccc2oc(C(=O)Nc3nc(C)cs3)c(C)c2c1 | -74 | -2 | -13 | 11 | -200 | -130 | 2 | -75 | -1 | 5
15 | CCc1ccc(/C=C/C(=O)c2c(C)cc(C)[nH]c2=O)cc1 | 1 | 4 | 5 | 0 | -5 | -5 | -1 | 0.1 | -1 | 1
16 | CCOc1ccc(Nc2ccc(C(=O)O)cc2[N+](=O)[O-])cc1 | 4 | -1 | 4 | 13 | -3 | 5 | -4 | 0.3 | -12 | -7
17 | CCCn1c(CC)nc([N+](=O)[O-])c1S(=O)(=O)c1ccccc1 | 0 | -1 | 12 | 6 | 4 | 8 | -12 | 0.4 | -4 | -10
18 | CCOC(=O)c1ccc(NC(=O)C(=O)NCc2ccco2)cc1 | 0 | 24* | 2 | -14 | 2 | -2 | -1 | 0.2 | 1 | -5
19 | c1ccc2c(Nc3ccc4c(c3)OCCO4)c3c(nc2c1)CCC3 | 1 | 1 | 5 | 10 | 0 | -3 | -11 | -0.1 | -3 | 0
20 | CCc1ccc(N2C=C(C(=O)OC)C(c3ccc(OC)cc3)C(C#N)=C2N)cc1 (stereo not given) | 0 | 2 | 8 | -8 | -44 | -34 | 8 | 0.0 | 6 | 9
21 | Nc1c(NCc2ccccc2F)c(=O)[nH]c(=O)n1Cc1ccccc1 | -21 | 0 | -15 | 2 | -20 | -18 | 3 | -2.3 | -3 | -3
22 | Cc1ccccc1NC(=O)Cc1nc(COC(=O)CNC(=O)c2ccc(Cl)cc2Cl)cs1 | 2 | 0 | 8 | 9 | 0 | 2 | -2 | -0.1 | -3 | -3
23 | O=C(CCC(=O)N/N=C/c1c[nH]c2ccccc12)NCc1ccccc1 | 0 | -1 | -14 | -2 | 2 | 2 | -1 | 0.3 | -3 | -5
24 | C/C(=N\NC(=O)Cc1ccc(Cl)cc1)c1cccc(NC(=O)c2cccnc2)c1 | -2 | -1 | -3 | -3 | 0 | 4 | 0 | -0.2 | -3 | 6
25 | Cc1ccc(CS(=O)(=O)CCC(=O)N2CCOCC2)cc1 | 5 | 0 | 0 | 13 | 0 | -1 | 11 | -0.2 | 3 | 4
26 | COc1ccc(C(CNc2ncnc3sccc23)N(C)C)cc1OC (stereo not given) | -2 | -4 | -1 | 5 | -28 | -17 | 1 | -0.3 | -5 | 6
27 | C[C@H]1CN([C@@H](C)CO)C(=O)c2cc(NC(=O)NC3CCCCC3)ccc2O[C@H]1CN(C)C(=O)Nc1ccc(C(F)(F)F)cc1 | 2 | -3 | 6 | -2 | -3 | -4 | 10 | -0.6 | 0 | -2
28 | CN(C)c1ccc(-c2csc(C(O)c3ccc(F)cc3)n2)cc1 (stereo not given) | 5 | -1 | 10 | 7 | 0 | -3 | -4 | 0.3 | -8 | 1
29 | O=C(c1cc(-c2cccc(Cl)c2)on1)N1CCc2ccccc2C1 | 3 | -3 | 9 | -10 | 4 | 1 | -2 | 0.7 | 2 | 3
30 | Cc1cccc(OCC(=O)N(Cc2ccc(F)cc2)C2CCS(=O)(=O)C2)c1C (stereo not given) | 1 | 0 | 0 | -3 | -5 | 1 | -3 | 0.3 | 0 | 4
31 | C=CCn1c(SCC(=O)c2c(N)n(C)c(=O)n(C)c2=O)nnc1-c1ccccc1F | -2 | -3 | 1 | -3 | 3 | 1 | 0 | -0.2 | -4 | 0
32 | COCCN(CCOC)Cc1c(C)[nH]c2c(C)c(C)ccc2c1=O | 0 | 3 | 0 | -1 | 3 | 6 | 0 | -0.5 | -1 | 1
33 | CN1/C(=C\C(=O)c2cncc(Br)c2)C(C)(C)c2ccccc21 | 2 | 0 | -2 | -6 | -127 | -115 | -1 | 0.0 | -3 | -5
34 | Cc1cc2nc3c(nc2cc1C)C1(C(=O)O)CCC3(C)C1(C)C (stereo not given) | -5 | 0 | -1 | -4 | -3 | -4 | 1 | -0.6 | -5 | 3
35 | O=C(O)c1cc2nc(C3CC3)cc(C(F)(F)F)n2n1 | -1 | -1 | 2 | 8 | -4 | -7 | 3 | 0.2 | 0 | -5
36 | COc1ccc(C2CC(=O)Oc3c(C(C)C)ccc(C)c32)cc1 (stereo not given) | 2 | -2 | 11 | -3 | 0 | -1 | -2 | 0.7 | 0 | -3
37 | Cn1c2ccccc2c(=O)c2cc(C#CC3(O)CCCCC3)ccc21 | -89 | -2 | -15 | -1 | -124 | -96 | 2 | -15 | 5 | 0
38 | CCOC(=O)C1=C(C)N(CCO)C(=O)NC1c1cccc(O)c1 (stereo not given) | -2 | 14 | 3 | -5 | -2 | 4 | 7 | 0.2 | 3 | -1
39 | CCCC(=O)Nc1nnc(S(=O)(=O)N2CCCCCC2)s1 | -2 | 1 | -11 | -10 | 0 | 0 | 0 | -0.6 | 1 | -1
40 | CCOC(=O)C1(C)CCCN1C(=O)c1ccc(Cl)nc1 (stereo not given) | -4 | 0 | -1 | -7 | 0 | 0 | -9 | 0.3 | -4 | 3
41 | Cc1nn(S(=O)(=O)c2cccc([N+](=O)[O-])c2)c(C)c1Br | 0 | 2 | 11 | 1 | 0 | 3 | 6 | 0.0 | 1 | -3
42 | COc1ccc(C)cc1NC(=O)C1CC1c1ccccc1 (stereo not given) | -1 | -2 | 0 | -7 | -8 | 0 | 3 | 0.2 | 0 | 7
43 | COc1ccc(-c2nnc(SCC(=O)Nc3ncc(C)s3)n2-c2ccccc2)cc1OC | -4 | 2 | 9 | 11 | 0 | -3 | 3 | -0.2 | 4 | -2
44 | O=C(NC(=S)N1CCCCC1)C12CC3CC(CC(C3)C1)C2 | -3 | -1 | 1 | -5 | -3 | 1 | 6 | 0.1 | 1 | 0
45 | Cc1cc(C)cc(N(CC(=O)Nc2ccccc2C(=O)N2CCOCC2)S(C)(=O)=O)c1 | 5 | 0 | 0 | 6 | 6 | 1 | -4 | 0.5 | 1 | -5
46 | CC1CN(CCOCCSc2ccc(Cl)cc2)CC(C)O1 (stereo not given) | 1 | -2 | -4 | 3 | -3 | 1 | 3 | 0.1 | 0 | -6
47 | C=CCC1NS(=O)(=O)OCC1NC(=O)OCC(Cl)(Cl)Cl (stereo not given) | -2 | 0 | 3 | 4 | 2 | 0 | -4 | 0.1 | 1 | -6
48 | N#C/C(=C/c1cn[nH]c1-c1ccc(Br)cc1)C(=O)O | -5 | 0 | 1 | 2 | -9 | -2 | -10 | 0.4 | 1 | -2
49 | COc1ccc(NC(=O)c2cccc(N3C(=O)NC4CC3(C)Oc3ccccc34)c2)cc1 (stereo not given) | 1 | 7 | -10 | 0 | 2 | 2 | 1 | 0.2 | 1 | 1
50 | O=C1c2cc([N+](=O)[O-])cc3cc([N+](=O)[O-])cc(c23)C(=O)N1c1ccccn1 | -2 | 6 | -1 | 11 | 1 | 2 | -2 | 0.7 | -5 | 3
51 | CC(=O)Nc1nonc1-c1nc2ccccc2n1Cc1nnc(C)o1 | -15 | 0 | -3 | 1 | -36 | -30 | -6 | -0.2 | 5 | 4
52 | COc1ccccc1OCCNC(=O)c1cc(C2CC2)nc2c1cnn2C(C)C | -5 | -3 | -8 | 11 | -16 | -10 | -2 | 0.2 | 4 | 9
53 | O=C(CNc1cccc2ccccc12)N/N=C/c1ccc(OC(=O)/C=C/c2ccco2)cc1 | -6 | -5 | 0 | 17 | -16 | -12 | 1 | 1.2 | -1 | -2
54 | CC(=O)Nc1cccc(OCc2ccc(F)cc2)c1 | -1 | 1 | 1 | 5 | -1 | 2 | 2 | -0.5 | 1 | 2
55 | CS(=O)(=O)Cc1ccc(C(=O)N2CCN(C(=O)c3cccs3)CC2)cc1 | -2 | -3 | -1 | -5 | 0 | -3 | 5 | -1.2 | 5 | 0
56 | COc1ccc(NC(=O)c2cn(C)c(=O)c3cc(OC)c(OC)cc23)cc1OC | 0 | 5 | 9 | -15 | -3 | 4 | 0 | 0.7 | 5 | -4

Screening results from PubChem BioAssay.
